# core dimer inh = blocks dimerization of HCV core protein; TR-FRET GST/Flag-core106 dimerization, 1536-well; inhibition, % at 5 µM; 300,000 tested, 0.33% active; AID 1899;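 active means inhibition above the mean of all tested compounds plus 3 SD, set per screening campaign, cut at about 45% in these data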
#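 System: GST-tagged and Flag-tagged HCV core protein residues 1-106 / Input: core106 proteins, GST 13.5 nM and Flag 17 nM / Buffer or medium: KF-containing HEPES buffer, pH 7.45, DTT, CHAPS, BSA / Probe or stimulus: Eu-anti-GST and XL665-anti-Flag labelled anti-tag antibodies / Schedule: 4 h, 22.5 °C incubation / Technique: TR-FRET 671 and 617 nm emission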
# PP1 counter = PP1-alpha (human) inhibition in PP5 counter-screen. P62136. purified PP1alpha, OMFP fluorescence. inhibition, % at 6.7 µM. 320,000 tested, 0.9% active;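 active means inhibition above the mean inhibition of all tested compounds plus 3 SD, computed separately for each screening campaign, cut at about 15% in these data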
# Target sequence (P62136 whole entry, looked up): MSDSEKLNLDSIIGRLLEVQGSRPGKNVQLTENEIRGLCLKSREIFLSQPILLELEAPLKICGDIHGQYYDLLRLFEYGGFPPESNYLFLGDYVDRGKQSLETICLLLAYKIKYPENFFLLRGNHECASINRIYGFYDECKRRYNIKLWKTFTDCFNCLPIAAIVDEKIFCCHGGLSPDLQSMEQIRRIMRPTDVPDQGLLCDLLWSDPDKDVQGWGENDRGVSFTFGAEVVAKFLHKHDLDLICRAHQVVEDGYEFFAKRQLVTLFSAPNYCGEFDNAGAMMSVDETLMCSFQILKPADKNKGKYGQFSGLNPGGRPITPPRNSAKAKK
# CTSL1 counter = blocks F. hepatica cathepsin L1 in PFM18AAP counter-screen; recombinant F. hepatica cathepsin L1, Z-Leu-Arg-MCA fluorescence; 300,000 tested, 0.49% active; inhibition, % at 5.96 µM;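 active means inhibition above the mean of all tested compounds plus 3 SD, set per screening campaign, cut at about 17% in these data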;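 further: 0% = plate median of test compound wells and 100% = 1 µM Z-Phe-Ala-diazomethylketone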
# EBNA-1 inhibitor = blocks EBNA-1 binding to DNA; 300,000 tested, 0.34% active; EBNA-1 DNA binding, fluorescence polarization; inhibition, % at 14.8 µM; in the data active means inhibition above about 28%
# PP5 primary = inhibitors of human protein phosphatase 5 (PP5) | inhibition, % at 6.7 µM | 320,000 tested, 0.18% active | P53041 | purified PP5c, OMFP substrate fluorescence | AID 1987;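 active means inhibition above the campaign's mean inhibition across all tested compounds plus 3 SD, cut at about 9.5% in these data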;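 further: 0% = DMSO only and 100% = 100 µM cantharidin control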
# TPT1 inhibitor = C. albicans TPT1 enzyme inhibition | 300,000 tested, 0.81% active | inhibition, % at 5 µM | AID 1962 | recombinant caTPT1, FP RNA substrate dephosphorylation;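 active means inhibition above the mean of all tested compounds plus 3 SD, set per screening campaign, cut at about 24% in these data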;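 further: plate controls were DMSO alone for no effect and ferristatin control at 100 nM for full effect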
# CR mimetic SO = caloric restriction mimetics inhibiting age-related superoxide in yeast | S. cerevisiae aged cells, superoxide DHE fluorescence; stronger effect = lower value | superoxide response (% of plate mean), % at 10 µM | 330,000 tested, 0.18% active;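 active means superoxide response under a set limit, about three screen SD below normal, cut at about 65% in these data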;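 further: yeast aged for seven days with compound at 30 °C before DHE staining; 100% = average MFI of all compound-treated wells on the plate with controls excluded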
# JMJD2C inh = inhibitors of human GASC-1 (JMJD2C) demethylase. GST-JMJD2C(1-420) H3K9me3 demethylation, DELFIA europium. inhibition, % at 2.35 µM. 330,000 tested, 0.069% active. AID 2099;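 active means more than half of a compound's replicate wells show inhibition beyond 50%, single wells judged on their own value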;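 further: signal counts dimethyl H3K9 product captured on neutravidin plate; 0% = median of DMSO wells and 100% = 0.3 times that DMSO median; strong numbers were not always called active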
# Target sequence (Q9H3R0 1-420 limits assumed): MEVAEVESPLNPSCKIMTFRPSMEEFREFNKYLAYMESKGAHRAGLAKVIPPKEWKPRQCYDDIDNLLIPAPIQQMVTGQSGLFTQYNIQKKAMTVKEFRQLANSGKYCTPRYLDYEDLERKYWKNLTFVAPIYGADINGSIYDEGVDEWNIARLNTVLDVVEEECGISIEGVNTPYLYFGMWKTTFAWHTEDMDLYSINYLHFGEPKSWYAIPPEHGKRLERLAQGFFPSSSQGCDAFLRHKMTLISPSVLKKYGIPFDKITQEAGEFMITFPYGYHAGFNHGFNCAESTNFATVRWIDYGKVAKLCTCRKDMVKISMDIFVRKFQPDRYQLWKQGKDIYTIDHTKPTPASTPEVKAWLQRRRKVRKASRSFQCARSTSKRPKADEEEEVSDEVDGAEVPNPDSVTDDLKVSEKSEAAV
# ZTA DNA inh = counter-screen for EBNA-1 inhibitors: inhibitors of Epstein-Barr virus ZTA | 320,000 tested, 0.15% active | AID 2234 | inhibition, % at 11 µM | P03206 | ZTA-DNA binding, fluorescence polarization; in the data active means inhibition above about 33%
# Target sequence (P03206 whole entry, looked up): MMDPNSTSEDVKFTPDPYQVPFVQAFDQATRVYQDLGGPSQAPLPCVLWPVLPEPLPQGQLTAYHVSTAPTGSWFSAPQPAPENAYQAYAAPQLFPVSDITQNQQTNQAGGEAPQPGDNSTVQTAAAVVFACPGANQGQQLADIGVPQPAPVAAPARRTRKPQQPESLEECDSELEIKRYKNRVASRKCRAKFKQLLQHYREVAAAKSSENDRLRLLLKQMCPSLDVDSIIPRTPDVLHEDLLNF
# The depositor's hits bear a star; x = no result given.
SMILES,core dimer inh,PP1 counter,CTSL1 counter,EBNA-1 inhibitor,PP5 primary,TPT1 inhibitor,CR mimetic SO,JMJD2C inh,ZTA DNA inh
CN(c1ccccc1C(=O)NCC1CCCO1)S(C)(=O)=O (stereo not drawn),-6,1,0,11,-1.1,-1,92,-7,16
Cc1noc(C)c1C(=O)OCC(=O)N(C)C1(C#N)CCCCC1,x,-7,x,x,3.0,x,79,0,2
CC(C)(C)c1ccc(C(=O)N/N=C2\C3CN4CCN(C3)CC2(c2ccccc2)C4)cc1,-11,-3,8,0,1.0,-4,104,6,-30
CCn1c(C)nc2cc(S(=O)(=O)N3CCCCC3)ccc21,-4,4,-3,-6,3.1,-9,95,90,-18
CN1N=C(c2ccc(F)c(F)c2)CSC1=NCc1ccccc1,0,-1,-1,-1,0.3,1,101,9,3
Oc1ccc2ccccc2c1CNn1cnnc1,0,-5,-1,8,0.2,-2,89,0,17
OC(CNCC#Cc1ccccc1)c1ccccc1 (stereo not drawn),2,-1,-2,-5,1.3,0,103,5,6
CCCn1ncc(/C=N/O)c1C,0,-4,0,-1,-0.5,-1,92,-21,-9
O=C(Cn1c(=O)sc2ccccc21)NCc1ccco1,-6,1,-1,10,-2.1,-3,108,35,7
Cc1ccc(C(=O)NNC(=S)Nc2cccc(Cl)c2Cl)cc1[N+](=O)[O-],4,-2,1,5,5.7,2,121,-3,6
CCc1[nH]nc(C(=O)N2CCCC(CNS(=O)(=O)c3cccs3)C2)c1C (stereo not drawn),-2,-2,-1,-21,3.1,1,93,-11,-6
O=C(NCc1ccco1)C(c1ccccc1)N(Cc1ccccc1)C(=O)Cn1nnc2ccccc21 (stereo not drawn),14,2,7,0,0.2,-7,102,16,-3
CCc1sc(N(C(=O)Cc2ccccc2)c2cccc(F)c2)nc1-c1ccc(C)cc1,-1,-4,-4,0,-0.6,3,106,10,4
COc1cc(NC(=O)c2ccc(F)cc2)c(OC)cc1Cl,2,-1,0,0,1.6,-2,94,-7,-13
O=C(COc1ccccc1[N+](=O)[O-])Nc1ccccc1N1CCCC1,-4,2,-1,7,4.3,1,92,4,-1

# 5 records drawn at random from the list so far:
SMILES,core dimer inh,PP1 counter,CTSL1 counter,EBNA-1 inhibitor,PP5 primary,TPT1 inhibitor,CR mimetic SO,JMJD2C inh,ZTA DNA inh
CN(c1ccccc1C(=O)NCC1CCCO1)S(C)(=O)=O (stereo not drawn),-6,1,0,11,-1.1,-1,92,-7,16
CCc1sc(N(C(=O)Cc2ccccc2)c2cccc(F)c2)nc1-c1ccc(C)cc1,-1,-4,-4,0,-0.6,3,106,10,4
O=C(Cn1c(=O)sc2ccccc21)NCc1ccco1,-6,1,-1,10,-2.1,-3,108,35,7
CC(C)(C)c1ccc(C(=O)N/N=C2\C3CN4CCN(C3)CC2(c2ccccc2)C4)cc1,-11,-3,8,0,1.0,-4,104,6,-30
Cc1ccc(C(=O)NNC(=S)Nc2cccc(Cl)c2Cl)cc1[N+](=O)[O-],4,-2,1,5,5.7,2,121,-3,6

# (next part)
SMILES,core dimer inh,PP1 counter,CTSL1 counter,EBNA-1 inhibitor,PP5 primary,TPT1 inhibitor,CR mimetic SO,JMJD2C inh,ZTA DNA inh
O=C(COc1ccc(Cl)cc1)N1CCCCCCC1,3,-2,-3,5,3.7,0,100,-4,3
COc1ccc(OC)c(-c2csc(NC(=O)C3c4ccccc4Oc4ccccc43)n2)c1,10,1,3,8,2.0,-3,98,-5,1
Cc1ccccc1OCCNC(=S)Nc1ccccc1,-1,4,1,-6,4.3,-12,100,-5,-10
S=C(Nc1ccc(Br)cc1)NC1CCCCC1,0,-3,0,9,-0.5,3,123,-1,-1
Cc1cc(C)n2cc(CSc3ncn[nH]3)nc2n1,-5,2,6,12,-0.6,-1,104,9,-5
CCOC(=O)/C(C#N)=C/c1cccc([N+](=O)[O-])c1,-10,1,0,-3,-2.6,-2,92,7,7
Cn1nnnc1SCC(=O)Nc1nc2ccccc2s1,1,-3,-1,2,1.6,2,108,10,-10
CCO[C@H]1OC(C(=O)N2CCOCC2)=C[C@@H](c2coc3ccccc3c2=O)[C@@H]1CCCO,2,0,-12,-5,0.6,-4,99,-1,9
Cc1ccc(S(=O)(=O)Cn2nnnc2C(C(C)C)N2CCN(C(=O)c3ccco3)CC2)cc1 (stereo not drawn),-7,-4,0,0,-0.6,-6,107,3,16
CC(C)[C@H](NC(=O)c1ccco1)C(=O)N(C)Cc1c(F)cccc1Cl,-3,1,0,-6,2.1,-1,102,14,15
O=C(NCCC1=CCCCC1)C(=O)NCC1OCCCN1S(=O)(=O)c1ccccc1 (stereo not drawn),5,-1,1,0,1.4,-5,103,-7,4
CC(C)(C)OC(=O)NNC(=O)C12CC3CC(CC(C3)C1)C2,-3,-4,-1,-9,-0.1,3,93,4,0
CCCOC(=O)Nc1ccc(S(=O)(=O)Nn2cnnc2)cc1,2,-5,4,3,-1.1,0,92,8,-2
COc1cc(OC)cc(-c2c(-c3ccc(F)cc3)c3cc(-c4cccc5[nH]ccc45)ccc3n2C)c1,x,0,x,x,-0.7,x,124,2,20
CCN(CC(=O)NCc1cccs1)C(=O)c1ccccc1F,-4,0,-2,-4,-2.9,1,127,7,-18
O=C(Nc1ccc(Cl)cc1F)C1CC1c1ccccc1 (stereo not drawn),1,1,3,1,3.5,4,98,3,-5
Cc1cccc(-n2c(CNC(=O)c3cccc([N+](=O)[O-])c3C)n[nH]c2=S)c1,1,8,-2,4,-2.7,-1,105,2,-2
O=C(CN(C(=O)CNC(=O)c1ccco1)c1ccccc1F)NC1CCCCC1,-6,2,-4,-6,3.6,-1,87,-1,7
CC1Cc2ccccc2N1S(=O)(=O)c1cccc(C(=O)OCC(=O)NCc2ccco2)c1 (stereo not drawn),-1,-1,8,-7,3.4,-2,104,5,-5
Oc1ccc(NCc2cccc(OCc3ccc(F)cc3)c2)cc1,-2,-7,-4,-6,6.0,-2,106,7,6
O=C(N/N=C/c1ccc(O)c(O)c1)c1ccc(-n2cnnn2)cc1,x,0,x,x,1.9,x,79,-3,-14
COc1cccc(C(=O)NCCS(=O)(=O)N2CC(C)CC(C)C2)c1 (stereo not drawn),-6,-6,4,-3,1.0,1,105,1,-19
CCc1cc(=O)oc2c3c(cc(OCC(=O)NCCCOC)c12)OC(C)(C)CC3,-2,0,1,2,-0.7,-1,96,2,-4
Cc1cc([N+](=O)[O-])ccc1NC(=O)c1cc2ccccc2o1,-9,-1,2,0,3.5,-3,96,-2,-2
O=c1[nH]nc(CNc2ccc(OC(F)(F)F)cc2)c2ccccc12,3,-1,1,-9,8.5,2,101,1,-20
Cc1ccc(C)c(S(=O)(=O)N(C)C2(C)CCS(=O)(=O)C2)c1 (stereo not drawn),-1,-1,0,10,-2.1,-1,99,-9,2
CCn1nc(C)c(/C=N/NC(=O)Cn2nnnc2N)c1C,-2,-3,-2,2,-1.9,-2,99,-7,-8
CC(Sc1ccc(Cl)cc1)C(=O)NCc1cccnc1 (stereo not drawn),-1,-1,1,-6,2.8,3,95,-5,9
O=S(=O)(c1ccc(Oc2ccc(S(=O)(=O)N(CCO)CCO)cc2)cc1)N(CCO)CCO,9,-5,2,9,1.9,0,91,4,20
O=C(NCc1ccco1)C1c2ccccc2Oc2ccccc21,18,-6,-1,8,-1.8,3,93,1,10
Cc1cccn2c(=O)c3cc(C(=O)NC4CCCC4)n(C)c3nc12,-4,-1,4,4,0.3,-2,110,-2,-7
Cc1cc(NC(=O)CSc2nnc(C(C)N(C)C)n2Cc2ccccc2)no1 (stereo not drawn),-4,3,-11,-4,-0.4,2,108,2,-6
O=C(O)CCCC(=O)N1N=C(c2ccccc2)CC1c1cccs1 (stereo not drawn),-4,-8,-1,-4,-3.1,0,107,0,-7
Cc1ccc(NC(=O)CCNS(=O)(=O)c2ccc3[nH]c(=O)oc3c2)cc1C,-6,-2,-1,-10,-0.9,1,108,84,3
CN(C)S(=O)(=O)Oc1ccc(Cl)cc1C(=O)Nc1cccc(C(F)(F)F)c1,0,5,1,-7,7.0,-4,93,-7,-31
CC1CCN(CC(=O)Nc2sc3c(c2C#N)CCC3)CC1,2,-2,0,-2,3.3,39*,110,25,-1
Cc1ccc(CNC(=O)COC(=O)Cc2ccc(-c3ccccc3)cc2)cc1,-6,16*,-2,-8,-6.2,1,125,0,-7
CCc1ccc(CN(C)C(=O)c2cc(COc3ccc(OC)cc3Cl)on2)nc1,4,-1,1,4,1.2,-1,89,-2,-9
O=C(CSc1ncnc2sccc12)Nc1ccccc1,0,-3,2,9,-0.6,4,99,-19,13
O=S(=O)(c1ccc(Cl)cc1)n1ccc(-c2cccc(OCc3c(F)cccc3Cl)c2)n1,4,1,-2,-9,-0.1,-3,100,-1,11
OCC[C@@H]1C[C@@H](O)[C@H](O)[C@]2(OCCCc3ccccc32)O1,-2,-4,0,7,1.9,2,109,5,-2
COc1ccc([C@@H]2C(C#N)=C(N)S[C@@H](c3ccccc3)[C@@H]2[N+](=O)[O-])cc1,9,-2,-2,5,0.3,-3,91,0,-4
Cc1ccc(NC(=S)N(CCN2CCOCC2)Cc2cc3cc4c(cc3[nH]c2=O)OCO4)cc1,17,-1,-5,-10,-2.1,1,114,-10,6
CC1(C)CC(=O)C=C(Nc2ccc(O)c(C(=O)O)c2)C1,-1,0,8,-9,0.6,-5,105,-1,0
COC(=O)C(C)NC(=O)COc1ccc2ccccc2c1 (stereo not drawn),7,-3,2,3,1.3,0,114,-9,-3
O=c1cc(CSc2ccccn2)c2ccccc2[nH]1,4,4,-2,-10,-0.1,-3,87,2,5
Cc1cc(C(=O)Nc2sc(C)c(C)c2C#N)c(C)o1,11,-4,-4,-6,2.4,2,112,5,-8
O=C(Cc1ccccc1F)NCC(c1ccco1)N1CCCCC1 (stereo not drawn),1,-4,2,-4,1.3,4,90,7,-2
COCCCNC(=S)N1CCN(c2nc3ccccc3s2)CC1,-3,5,0,-13,-0.5,4,110,0,14
O=C(NCCC1CCCCN1S(=O)(=O)c1ccccc1)C(=O)Nc1ccc(F)cc1F (stereo not drawn),2,-3,5,2,-0.2,-5,90,-7,10
C[C@H](NC(=O)c1ccccc1Cl)C(=O)OCC(=O)N1CC2(C)CC1CC(C)(C)C2 (stereo partly drawn),-6,2,2,-3,0.7,-2,83,10,-10
Cc1ccc(CNc2nc(C)c(C(=O)N(C)C)s2)cc1,3,-7,1,-3,-1.3,0,106,9,-8
O=C(CN1C(=O)NC2(CCCC2)C1=O)Nc1cc(Cl)ccc1Oc1ccccc1,x,-2,x,x,2.1,x,94,-11,0
CCOc1c2ccc(C(=O)NCc3ccc4c(c3)OCO4)cc2nn1CC,2,4,-2,6,-1.4,-2,102,-3,18
Cc1cccc(C)c1NC(=O)COC(=O)c1cc(=O)c2ccccc2o1,0,0,3,1,0.6,-3,97,-6,4
CN(C)C(CNC(=S)Nc1ccc(Cl)cc1)c1cccnc1 (stereo not drawn),-2,-5,0,-4,2.1,-1,87,-1,-6
CCN(CC)c1nc(C#N)cc(-c2ccc(OC)cc2)n1,8,-1,7,-2,0.1,-5,114,18,-17
O=C(NCc1ccc(S(=O)(=O)Nc2ccccc2Cl)s1)c1ccccc1,1,5,-4,-7,1.7,-7,76,-4,-12
O=C(/C(=N\Nc1ccccc1)Sc1nnnn1-c1ccccc1)c1ccccc1,2,0,-3,5,0.7,0,98,-9,12
Cc1c(NC(=O)c2ccc(N(C)S(C)(=O)=O)cc2)c(=O)n(-c2ccccc2)n1C,-6,-5,-4,-13,0.1,2,107,18,-4

# Rows were taken by chance, and some 3.1% of all compounds hit somewhere here.
